L929 necroptosis – blocks zVAD induced death of L929 cells. L929 zVAD necroptosis rescue, ATP luminescence, 24 h; with zVAD 60 µM. viability rescue, % at 10 µM. 220,000 tested, 0.38% active. AID 1377;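 active = activation, scaled between plate controls, above about 75%, limit read from the data; inactive = activation under that limit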;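 note: 0% = zVAD with DMSO and 100% = DMSO alone without zVAD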
CHOP inhibitor – inhibitors of CHOP induction in ER stress response; CHO-K1 CHOP-promoter luciferase, tunicamycin-induced, 15-18 h; inhibition, % at 10 µM; 220,000 tested, 3.8% active; AID 2732;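 active = compounds that reduced the stress-induced luciferase reporter signal by more than about 70% of percent inhibition, limit read from the data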;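 note: 0% = tunicamycin plus vehicle and 100% = wells without tunicamycin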
TNF death inh – inhibitors of TNF-alpha induced necroptosis in Jurkat FADD-/- cells; 220,000 tested, 0.068% active; Jurkat FADD-/- TNF necroptosis rescue, ATP luminescence, 24 h; 0 = TNF only, 100 = no-TNF cells; AID 463075; activation (protection from cell death), % at 10 µM;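 active = activation, meaning protection from cell death, of at least 50% relative to plate controls; inactive = activation below 50%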;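 note: necroptosis triggered by 40 ng/mL TNF-alpha added together with compound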
PPC-1+TRAIL kill – compounds killing PPC-1 cancer cells with TRAIL present (potentiator screen, no TRAIL-free arm); PPC-1 cells + TRAIL, ATPLite viability luminescence; 220,000 tested, 0.41% active; cell killing (% activity), % at 4 µM;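 active = cell killing above 50% in the first pass at 4 µM, then a duplicate retest at 5 µM averaging 50% or more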;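 note: plate controls were cells with TRAIL plus DMSO for no effect and medium-only wells lacking cells for full effect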
TbHK1 inh – T. brucei hexokinase 1 inhibition; recombinant TbHK1, G6PDH-coupled NADH A340; inhibition, % at 10 µM; 220,000 tested, 0.11% active; AID 1430;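 active = inhibition of 50% or more in the single-dose primary screen; inactive = inhibition below 50%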
FXIa inh – blocks human coagulation factor XIa protease activity. P03951. inhibition, % at 5 µM. AID 798. 220,000 tested, 0.14% active. purified FXIa, Boc-Glu-Ala-Arg-AMC fluorogenic substrate;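 active = inhibition of at least 40%; inactive = inhibition below 40%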;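 note: fluorescence of freed AMC excited at 355 nm; 0% = enzyme without compound and 100% = no enzyme blank; many of its hits are not listed in these tables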
Target sequence (P03951 19-387 limits assumed): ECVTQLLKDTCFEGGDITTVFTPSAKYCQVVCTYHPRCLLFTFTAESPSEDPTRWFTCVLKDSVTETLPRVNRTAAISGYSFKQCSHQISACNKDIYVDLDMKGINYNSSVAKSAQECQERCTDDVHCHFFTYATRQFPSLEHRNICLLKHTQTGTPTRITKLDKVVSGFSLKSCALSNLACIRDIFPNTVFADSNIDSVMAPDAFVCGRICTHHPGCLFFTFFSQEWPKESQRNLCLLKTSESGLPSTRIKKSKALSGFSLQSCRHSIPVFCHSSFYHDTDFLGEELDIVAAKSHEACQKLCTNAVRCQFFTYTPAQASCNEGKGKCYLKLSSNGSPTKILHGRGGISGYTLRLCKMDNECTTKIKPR
Target sequence (P03951 388-625 limits assumed): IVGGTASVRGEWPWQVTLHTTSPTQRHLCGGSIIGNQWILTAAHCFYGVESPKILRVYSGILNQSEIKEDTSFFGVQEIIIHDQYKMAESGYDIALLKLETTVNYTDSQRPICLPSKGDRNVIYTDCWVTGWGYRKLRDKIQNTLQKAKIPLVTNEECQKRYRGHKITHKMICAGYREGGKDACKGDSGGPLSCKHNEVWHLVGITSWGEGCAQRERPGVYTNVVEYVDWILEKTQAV
Wee1 stabilizer – human Wee1 degradation inhibition, primary screen; HeLa Luc-Wee1K328M stability, luciferase luminescence; 100% = proteasome inhibitor MG132 effect; P30291; 220,000 tested, 1.2% active; reporter increase, % at 5 µM;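 active = activation above the mean of all tested compounds plus 3 SD, set per screening run, cut at about 8.8% in these data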;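 note: cells exposed to compound for 20 h before luminescence read; 0% = DMSO alone and 100% = MG132 at 30 µM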
FXIIa inh – inhibitors of human coagulation factor XIIa | P00748 | purified FXIIa, Boc-QGR-AMC fluorogenic substrate, 2 h | inhibition, % at 5 µM | 220,000 tested, 0.3% active | AID 800; in the data active = inhibition above about 40%;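 note: 0% = enzyme with no compound and 100% = blank without enzyme; many of its hits are not listed in these tables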
EP2 antag – inhibitors of human EP2 prostaglandin E2 receptor; C6 glioma cells expressing human EP2, cAMP TR-FRET; cells stimulated with saturating PGE2; 260,000 tested, 0.52% active; inhibition, % at 25 µM; P43116;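 active = percent inhibition above 40 after rounding to a whole number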;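 note: rat C6 glioma host cells with rolipram phosphodiesterase inhibitor present; the protocol text gives 20 µM as final concentration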
Target sequence (P43116 whole entry, looked up): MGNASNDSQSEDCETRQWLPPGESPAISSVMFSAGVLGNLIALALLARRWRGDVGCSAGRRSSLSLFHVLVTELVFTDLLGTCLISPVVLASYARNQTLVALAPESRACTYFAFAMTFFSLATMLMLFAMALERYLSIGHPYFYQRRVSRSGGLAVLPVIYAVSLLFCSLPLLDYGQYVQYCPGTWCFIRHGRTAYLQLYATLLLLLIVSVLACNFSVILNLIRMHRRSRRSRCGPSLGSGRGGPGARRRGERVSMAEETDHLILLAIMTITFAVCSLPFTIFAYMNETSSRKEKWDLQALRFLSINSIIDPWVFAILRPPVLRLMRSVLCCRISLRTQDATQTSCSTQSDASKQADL
Numbers without * were called inactive; x = no result given. The list is partial; the hit share may differ from the screen's.

SMILES	L929 necroptosis	CHOP inhibitor	TNF death inh	PPC-1+TRAIL kill	TbHK1 inh	FXIa inh	Wee1 stabilizer	FXIIa inh	EP2 antag
Cc1cccc(-n2nnnc2SC(C)C(=O)NCCC2=CCCCC2)c1 (stereo not given)	0.7	13.2	-0.2	4.8	2.9	7.0	-0.7	20.6	9.0
COC(=O)C1(C(=O)OC)NOC2C(=O)N(c3ccc(Cl)cc3Cl)C(=O)C21 (stereo not given)	0.5	24.8	-2.3	18.2	-4.3	3.5	-1.7	9.0	3.6
CC(C(=O)NC1=NCCS1)N1C(=O)c2ccccc2C1=O (stereo not given)	-0.1	5.9	-2.3	-0.6	-1.3	0.1	-2.5	-4.7	3.4
O=c1ccc(C(F)(F)F)cn1Cc1cc(=O)n2cc(Br)ccc2n1	0.5	13.6	0.6	-18.5	-7.9	-0.2	-0.2	7.0	13.3
NC12CC3CC(C1)CC(CO)(C3)O2	0.5	-21.3	0.3	2.0	4.2	-4.7	5.0	-1.3	11.0
Cc1ccc(/C=C/C(=O)O)cc1S(=O)(=O)NCC1CCCO1 (stereo not given)	1.2	13.6	0.8	3.8	-4.2	-3.3	-0.3	x	2.7
O=C(CN1C(=O)NC2(CCCCC2)C1=O)Nc1cccc(S(=O)(=O)N2CCOCC2)c1	-0.2	9.4	-1.2	1.0	4.1	0.7	-2.6	10.0	16.3
Cc1nc(SCC(=O)N(C)Cc2ccco2)c2c(C)c(C)sc2n1	0.8	26.1	-6.1	1.9	-4.7	-5.0	-3.1	21.5	11.8
Cc1ccc(N=C2NC(=O)/C(=C\c3cccs3)S2)cc1C	0.6	23.2	0.3	45.8	-5.7	-3.3	0.9	2.9	6.2
CCN1CCN(C(=O)c2cc3sccc3n2CC(=O)c2ccccc2)CC1	-0.8	14.4	-0.7	-19.1	4.1	4.4	-1.2	7.9	7.1
O=C(c1cc2ncc(CCCl)cn2n1)N1CCCCCC1	-0.2	-41.5	-0.3	-2.2	3.5	11.4	-1.1	12.3	11.9
CC1CCN(C(=O)COC(=O)c2cc(Cl)cc(Cl)c2N)CC1	1.7	45.5	1.8	-13.4	-3.0	-5.6	-1.3	5.2	2.6
Cc1nc2ccc(NC(=O)c3ccc(S(=O)(=O)N4CCOCC4)cc3)cc2s1	-0.9	12.7	-1.5	32.5	-0.8	1.1	0.1	5.1	x
CCCn1nnc(NC(=O)c2ccc(Br)o2)n1	1.3	24.2	-0.2	-6.1	-1.6	22.0	-1.7	11.0	8.1
Cc1cc(SCC(=O)NC(=O)NCc2ccco2)nc2c(C)cccc12	0.9	-13.9	-1.5	5.2	-4.5	0.9	3.9	-0.7	14.5
Cc1ccnc(NS(=O)(=O)c2ccc(NS(=O)(=O)c3ccccc3)cc2)n1	-0.1	29.3	-0.1	9.5	4.4	11.2	3.5	16.3	9.1
O=C(COC(=O)c1cccc(S(=O)(=O)N2CCOCC2)c1)Nc1ccc2c(c1)OCO2	-0.4	33.4	-2.2	7.0	2.4	2.9	0.1	16.4	19.0
CCCOc1ccc(-c2nc(OC)c3ccccc3n2)cc1	0.8	-38.0	-0.2	14.6	-0.4	5.2	-1.5	1.5	2.9
CSc1nncn1/N=C/c1ccc2c(c1)OCO2	-0.1	2.0	-1.9	-28.9	-31.8	-0.3	-0.2	9.3	2.2
O=C(Nc1ccc(Br)cc1)N1CCCCC1	7.6	-32.7	2.1	10.6	-8.1	-4.5	-0.1	4.7	5.3
COC(=O)c1ccc(NC2CC(=O)N(c3ccccc3C)C2=O)cc1 (stereo not given)	0.0	4.1	-0.4	-31.1	-8.9	-0.8	3.2	31.4	8.6
COc1ccc(OC)c2c(N)c(C#N)c(C(F)(F)C(F)(F)F)nc12	0.0	12.1	-0.2	11.1	-1.6	-7.8	-1.0	4.0	34.4
O=C(CNCc1ccc(F)cc1)Nc1ccccc1[N+](=O)[O-]	-0.2	2.8	1.4	7.5	2.4	-2.7	0.2	3.8	1.9
CC(=O)Nc1sc(N/N=C/c2ccccc2)nc1-c1ccc(C)cc1	29.2	3.1	1.2	-20.0	-34.6	1.3	-1.2	6.0	9.8

Gathered by group, those above containing a CF3 group (2)
SMILES	L929 necroptosis	CHOP inhibitor	TNF death inh	PPC-1+TRAIL kill	TbHK1 inh	FXIa inh	Wee1 stabilizer	FXIIa inh	EP2 antag
O=c1ccc(C(F)(F)F)cn1Cc1cc(=O)n2cc(Br)ccc2n1	0.5	13.6	0.6	-18.5	-7.9	-0.2	-0.2	7.0	13.3
COc1ccc(OC)c2c(N)c(C#N)c(C(F)(F)C(F)(F)F)nc12	0.0	12.1	-0.2	11.1	-1.6	-7.8	-1.0	4.0	34.4

Next part:
SMILES	L929 necroptosis	CHOP inhibitor	TNF death inh	PPC-1+TRAIL kill	TbHK1 inh	FXIa inh	Wee1 stabilizer	FXIIa inh	EP2 antag
NC(=O)CSc1nnc(CNc2ccc(F)cc2)n1CC1CCCO1 (stereo not given)	-0.1	17.0	-0.1	-0.5	2.5	-10.0	3.0	8.0	14.6
CCNC(=O)NC1(C(=O)Nc2ccc3c(c2)OCCO3)CCCCC1	0.2	-16.9	-0.7	35.8	2.8	-3.1	-3.8	10.3	9.6
COc1c(C(=O)Nc2c(C)n(C)n(-c3ccccc3)c2=O)ccc2ccccc12	0.2	38.4	-1.0	22.5	-4.6	-7.2	-1.0	1.9	9.4
S=C(NCCC(c1ccccc1)c1ccccc1)Nc1ccccc1Cl	0.5	-0.7	-6.5	5.3	12.2	-19.1	2.9	-13.7	10.4
CN(c1ccccc1)S(=O)(=O)c1ccc(C(=O)Nc2nnc(C3CC3)o2)cc1	0.0	39.0	0.0	15.0	-0.4	-2.6	-3.1	2.9	1.4
CCCc1c(O)nc(SCCN(CC)CC)[nH]c1=O	0.2	24.0	0.3	7.6	-2.9	-5.7	2.4	21.4	10.7
Cc1ccccc1OCC(=O)Nc1ccc(Cc2ccncc2)cc1	78.6*	30.0	3.5	9.0	1.6	4.1	-0.5	7.7	15.5
Cc1cccc(C)c1Nc1c(-c2ccc(N3CCOCC3)cc2)nc2cnccn12	-0.5	1.1	-3.6	-4.3	-8.3	0.7	-0.9	4.4	8.5
COC(=O)C1=C(C)NC(C)=C(C(=O)OC(C)C)C1c1cccc2nonc12 (stereo not given)	x	20.0	x	16.6	x	x	2.8	x	8.7
COc1ccccc1-c1cc(C(F)(F)F)nc(N2CCOCC2)n1	1.3	72.4*	0.8	-22.6	-3.6	1.4	-2.4	1.7	6.2
CCCCCN(C(=O)NC(=O)NC(C)CC)S(C)(=O)=O (stereo not given)	-0.3	-13.5	-1.4	16.8	3.5	-4.2	0.9	8.2	20.4
Cc1ccc(S(=O)(=O)Cc2ccc(C(=O)O)o2)cc1	1.6	-3.9	0.8	-5.4	24.5	-1.7	-1.2	-6.4	19.5
CN1C(=S)SC(/[N+]([O-])=C/c2c(F)cccc2Cl)C1(C)C (stereo not given)	-0.3	7.4	9.2	15.0	-2.4	-1.0	0.8	4.0	8.2
CC(C)CC(=O)O/N=C1\C(=O)N(c2ccccc2)c2ccccc21	0.0	59.3	-5.3	24.4	-5.1	0.6	2.7	26.3	11.6
COc1ccc(-c2c(C)oc3cc(O)cc(O)c3c2=O)cc1OC	0.4	-5.2	-0.5	14.2	-10.1	-0.3	3.0	10.2	9.1
CC(=O)Nc1cccc(NC(=O)Cc2nc(-c3ccccc3)sc2-c2ccc(C)cc2)c1	1.0	10.8	2.1	17.5	-22.5	11.9	-1.5	14.9	12.1
NS(=O)(=O)c1cc(C(=O)OCC(=O)Nc2ccccc2[N+](=O)[O-])ccc1Cl	0.0	6.0	0.1	15.2	3.4	26.2	-2.4	9.6	11.2
COc1cc(OC)cc(-c2nnc(SCc3c(F)cccc3Cl)o2)c1	-0.4	56.1	1.6	3.1	13.5	4.0	3.7	11.6	6.5
Cn1cc(S(=O)(=O)Nc2ccc(Br)cc2F)c(=O)n(C)c1=O	-0.4	17.4	-1.3	14.2	-9.8	-2.3	3.2	10.3	8.1
C/C(=N\O)c1ncc(C(F)(F)F)cc1Cl	-0.3	-20.0	0.0	6.0	-0.4	-0.1	0.6	9.6	6.6
COc1ccc(-n2c(O)c(/C=N/NS(=O)(=O)c3ccc(C)cc3)c3ccccc3c2=O)cc1OC	1.6	14.2	-0.1	8.1	2.2	21.3	-2.9	16.8	8.3
Cc1ccc(-c2nnn3c2nc(Cl)c2ccccc23)cc1	15.9	56.4	-14.2	16.8	0.6	-16.5	-2.6	-2.2	8.0
CC(=O)Nc1ccccc1NC(=O)C/C(C)=N/NC(=O)c1ccc([N+](=O)[O-])c(Cl)c1	0.7	34.4	0.2	-7.5	-2.7	6.1	2.5	9.9	8.3
COC(=O)C1=C(C)NC(=O)C1(NC(=O)CN1CCCC1=O)C(F)(F)F (stereo not given)	-0.1	-8.3	0.1	11.5	3.9	3.9	-0.9	14.4	15.1
Cn1c(NCc2c(O)ccc3ccccc23)nc2ccccc21	1.4	16.6	4.0	11.5	2.7	3.7	1.3	13.3	1.9
Nc1ccc2c(c1)OC1(CCCCC1)O2	1.5	-17.1	-2.6	5.3	1.4	-4.5	1.7	14.9	4.5
c1ccc(Cn2c(Nn3cnnc3)nc3ccccc32)cc1	-0.4	2.4	-0.3	0.0	3.4	-2.1	-2.0	11.7	7.8
CC1C2C(C)N(C)C(=O)N(C)C2N(C)C(=O)N1C (stereo not given)	0.2	4.5	-1.2	13.8	6.0	4.0	0.4	16.8	9.2
Cc1nc(N2CCCCC2)nc(N2CCCCC2)c1C=O	-0.3	-15.0	-0.7	21.5	-30.0	3.6	-0.2	13.5	3.5
O=C(Cn1nnc(-c2ccccc2)n1)N/N=C/c1cccc([N+](=O)[O-])c1O	2.6	39.2	-0.2	-4.6	17.0	2.2	-1.9	8.6	8.8
CCc1nc2scc(-c3ccccc3)c2c(=O)n1N	-0.2	14.0	-2.2	5.6	-1.2	7.9	5.7	0.2	15.6
COc1ccc2c(C)cc(SCC(=O)Nc3ccc(Cl)cn3)nc2c1	12.0	48.9	1.7	8.2	8.0	6.4	2.0	15.9	14.1
CCOc1ccc(N(CC(=O)NCC2CCCO2)C(=O)CCC(=O)Nc2ccccn2)cc1 (stereo not given)	x	18.8	2.0	-14.3	-1.5	2.8	-0.3	12.7	16.6
CC(=O)Nc1c(C)ccc(CNC(=O)COc2cc(C)ccc2C)c1C	0.6	-2.3	1.9	19.5	-7.9	1.1	2.1	4.8	11.3
COc1ccc(-c2noc(CCC(=O)NCc3cc(Br)ccc3OC)n2)cc1	0.3	45.4	4.2	25.8	-2.8	2.4	-0.5	9.9	11.7
CCOC(=O)c1cnn(-c2ncnc3sc(CC)cc23)c1N	0.1	23.8	0.8	16.9	3.6	6.6	0.8	12.5	-2.9
COCCCNC(=O)/C(C#N)=C/c1ccc(F)cc1	4.2	-26.6	-0.2	19.5	-1.0	-0.1	-2.1	x	6.2
CCn1c(SCC(=O)Nc2cc(C)on2)nnc1-c1ccco1	0.1	43.0	1.6	19.2	-1.1	3.6	-1.8	-0.6	13.6
COc1ccc(S(=O)(=O)N(C)CC(=O)NCc2cccnc2)cc1	0.0	21.0	0.5	33.8	3.3	0.0	7.1	3.4	11.7
CCCNC(=O)NC(=O)COc1ccc2oc3ccccc3c2c1	-0.8	3.3	1.3	16.6	-6.7	3.4	-0.9	7.9	12.2
CS(=O)(=O)NCc1ccc(C(=O)NC2CCCCC2)cc1	-0.2	24.9	-1.5	7.4	3.1	-0.1	0.5	-7.5	6.9
O=c1c([N+](=O)[O-])cc(C(F)(F)F)cn1Cc1cccc(Cl)c1	-0.1	22.3	-2.9	20.8	-9.8	9.4	0.9	7.1	5.7

Screening data as filed in PubChem BioAssay.
